High-throughput results as filed in PubChem BioAssay.
BH1578 lux ind – quorum light induction in luxS cqsA deficient V. cholerae; activation, % at 18.7 µM; V. cholerae BH1578 lux reporter, luminescence, 6 h; hit rate 0.16% among 350,000; in the data active means activation mostly above about 9.7%, no sharp cut-off; further: not every result past the cut was called active; inactives centre near 0; reference of the scale not given here
TcdB GH inh – TcdB glycohydrolase inhibition; inhibition, % at 9.99 µM; hit rate 0.24% among 350,000; AID 652162; TcdB glycohydrolase enzymatic assay, plate reader; in the data active means inhibition above about 10%
SARS 3CLpro inh – SARS-CoV 3CLpro protease inhibition. recombinant SARS-CoV 3CLpro, quenched FRET peptide cleavage. inhibition, % at 6 µM. hit rate 0.14% among 290,000; in the data active means inhibition above about 12%
VHR inh abs – blocks human VHR1 dual specificity phosphatase. P51452. recombinant VHR phosphatase, pNPP absorbance. inhibition, % at 13.3 µM. hit rate 0.52% among 290,000. AID 1654; in the data active means inhibition above about 50%; further: some compounds called inactive have numbers as strong as hits
Target sequence (P51452 whole entry, looked up): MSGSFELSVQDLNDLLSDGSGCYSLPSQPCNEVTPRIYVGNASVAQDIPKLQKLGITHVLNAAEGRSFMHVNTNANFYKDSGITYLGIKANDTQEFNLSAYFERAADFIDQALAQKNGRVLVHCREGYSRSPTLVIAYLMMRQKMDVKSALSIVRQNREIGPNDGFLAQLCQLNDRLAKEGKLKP
Rv3671c inh – inhibits the M. tuberculosis serine protease Rv3671c; inhibition, % at 5.96 µM; P9WHR9; hit rate 0.048% among 320,000; in the data active means inhibition above about 38%;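 further: extracellular domain of Rv3671c used as enzyme; 0% = enzyme with DMSO and 100% = no enzyme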
Target sequence (P9WHR9 whole entry, looked up, the tested form may be a part): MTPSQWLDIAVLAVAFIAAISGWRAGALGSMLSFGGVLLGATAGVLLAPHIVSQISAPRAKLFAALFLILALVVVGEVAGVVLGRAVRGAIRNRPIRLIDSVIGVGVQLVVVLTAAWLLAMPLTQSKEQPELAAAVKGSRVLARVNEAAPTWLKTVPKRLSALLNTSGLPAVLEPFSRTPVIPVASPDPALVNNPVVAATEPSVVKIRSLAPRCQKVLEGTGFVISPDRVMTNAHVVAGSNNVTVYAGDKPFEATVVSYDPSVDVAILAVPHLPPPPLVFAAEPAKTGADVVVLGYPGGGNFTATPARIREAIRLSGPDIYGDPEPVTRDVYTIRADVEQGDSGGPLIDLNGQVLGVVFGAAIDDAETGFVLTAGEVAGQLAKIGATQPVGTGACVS
CCHFV vOTU inh – CCHFV vOTU protease inhibition | Pep-AMC fluorescence | inhibition, % at 11.5 µM | hit rate 0.55% among 370,000 | AID 651958; in the data active means inhibition above about 30%; further: 0% = vehicle wells with enzyme and 100% = no enzyme wells
PrPC surface inh – inhibitors of human cell surface prion protein PrPC; TR-FRET read-out; hit rate 0.43% among 370,000; inhibition, % at 13.8 µM; P04156; in the data active means inhibition above about 24%; further: 0% = median of the test wells and 100% = reference compound wells
Y pestis TopoI – blocks Yersinia pestis topoisomerase I activity; hit rate 0.064% among 360,000; activity, % at 10 µM; Y. pestis Topo-I cleavage product accumulation, plate reader; in the data active means activity above about 50%, passing the limit was not always enough; further: inactives centre near 2
SSB-PriA inh – inhibitors of Klebsiella pneumoniae PriA binding to SSB C-terminal tail; AlphaScreen SSBct-PriA binding, biotinylated peptide; inhibition, % at 33 µM; hit rate 0.6% among 430,000; AID 1272365; in the data active means inhibition mostly above about 37%, no sharp cut-off; inactive means mostly below about 20%;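 further: plate controls were negative control peptide for no effect and reference peptide for full effect; strong numbers were not always called active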
MazF activator – increases E. coli MazEF RNase cleavage of RNA; hit rate 0.32% among 350,000; AID 504720; activation, % at 20 µM; FAM/BHQ RNA-DNA oligo cleavage fluorescence, 5 h; in the data active means activation above about 50%
Target sequence (P0AE70 whole entry, looked up): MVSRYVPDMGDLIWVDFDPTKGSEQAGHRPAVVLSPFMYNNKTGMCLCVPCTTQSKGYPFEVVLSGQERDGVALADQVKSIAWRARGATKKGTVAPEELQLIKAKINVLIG
Active calls of the source: *; i = inactive; / = no result given; & = joins results of further samples.

SMILES	BH1578 lux ind	TcdB GH inh	SARS 3CLpro inh	VHR inh abs	Rv3671c inh	CCHFV vOTU inh	PrPC surface inh	Y pestis TopoI	SSB-PriA inh	MazF activator
CN(C)c1c([N+](=O)[O-])cc(N2C(=O)C=CC2=O)cc1[N+](=O)[O-]	i	/	/	/	/	/	/	-3	-7	3
O=C(Nc1cc(Sc2nc3ccccc3s2)cc([N+](=O)[O-])c1)c1ccccc1F	-3.7	/	5	44	-37	6	7	-18	5	0
O=C(COC(=O)/C=C/c1ccc(S(=O)(=O)N2CCOCC2)cc1)Nc1ccccc1F	i	1.7	/	/	1	3	0	16	-1	11
COc1ccc(NS(=O)(=O)c2cc(-c3cnc(C4CC4)o3)ccc2C)cc1	-0.2	0.6	4	-16	-5	-6	2	13	-3	4
Cc1ccc(-c2csc3nc(C)n(N)c(=O)c23)o1	-2.0	/	5	26	5	-17	-1	7	-17&-8	3
CCC(=NCCN1CCCCC1)c1c(O)n(C)c(=O)n(C)c1=O	i	/	2	-13	-6	-1	1	7	-24	1
O=C(O)CC(NC(=O)/C(=C/c1ccccc1)NC(=O)c1ccccc1)c1ccccc1 (stereo not given)	-0.2	2.2	7	12	-1	6	-6	4	-7	2
O=C(O)c1cc(C(=O)C2CC2)c[nH]1	-0.2	0.4	-2	2	4	-1	2	-9	-11	9
CC(=O)c1cccc(S(=O)(=O)NC2CCSc3ccccc32)c1 (stereo not given)	0.0	-2.0	-1	12	5	6	9	-6	-7	-25
CC(C)C(c1nnnn1C1CCCCC1)N1CCc2ccccc2C1 (stereo not given)	i	0.8	4	19	-7	7	-7	-7	17	2
CCOC(=O)[C@H]1[C@H]2COc3ccccc3[C@@H]2N2C(=O)CN(Cc3ccccc3)C(=O)[C@@]12C	i	1.6	/	/	1	-7	-3	6	3	1
COc1cccc(C(c2sc3ncnn3c2O)N2CCN(C(=O)c3ccco3)CC2)c1 (stereo not given)	-2.1	0.8	7	26	-6	-1	8	10	3	3
CC(C)CCSc1nc2[nH]ncc2c(=O)[nH]1	1.4	0.8	-3	2	-8	-8	-1	2	-19	1
COC(=O)C1CCN(Cc2cn(Cc3ccccc3)nc2-c2cc3ccccc3o2)CC1	-0.7	-0.5	1	12	-5	4	1	24	7	-7
Cc1cccc(N(CC(=O)NCCc2ccccc2)C(=O)CCC(=O)Nc2ccccn2)c1C	-0.2	1.0	0	29	-6	10	7	30	-39	-18
CCC(=O)Nc1ccc(NC(=O)c2cc3ccccc3o2)c(OC)c1	-0.9	0.6	3	9	-3	-10	5	9	-3	-23
COc1ccc(Cl)cc1NC(=S)N1CCN(C(=O)c2ccco2)CC1	-0.1	/	-2	17	-5	2	5	4	-14	-7
COC(=O)CSc1nc(NCc2ccccc2)nc(N(C)C)n1	-0.4	0.4	2	4	-5	-11	2	2	3	-5
COC(=O)/C=C/c1ccc2c(c1)S(=O)(=O)N(Cc1ccc(OC)cc1)[C@H]2CC(=O)OC	-0.8	1.2	/	/	-11	-7	-9	23	-17	-4
Cc1ccc([C@H]2C[C@@H](O)[C@H](n3cc(C4CC4)nn3)CN2CC2CCCCC2)cc1	-0.6	0.1	/	/	/	5	6	-3	/	9

Compound profiles (already shown). Values in the order: BH1578 lux ind | TcdB GH inh | SARS 3CLpro inh | VHR inh abs | Rv3671c inh | CCHFV vOTU inh | PrPC surface inh | Y pestis TopoI | SSB-PriA inh | MazF activator
Cc1cccc(N(CC(=O)NCCc2ccccc2)C(=O)CCC(=O)Nc2ccccn2)c1C is listed with -0.2 | 1.0 | 0 | 29 | -6 | 10 | 7 | 30 | -39 | -18
CC(C)C(c1nnnn1C1CCCCC1)N1CCc2ccccc2C1 (stereo not given) is listed with i | 0.8 | 4 | 19 | -7 | 7 | -7 | -7 | 17 | 2
O=C(Nc1cc(Sc2nc3ccccc3s2)cc([N+](=O)[O-])c1)c1ccccc1F is listed with -3.7 | / | 5 | 44 | -37 | 6 | 7 | -18 | 5 | 0
COC(=O)C1CCN(Cc2cn(Cc3ccccc3)nc2-c2cc3ccccc3o2)CC1 is listed with -0.7 | -0.5 | 1 | 12 | -5 | 4 | 1 | 24 | 7 | -7
O=C(O)CC(NC(=O)/C(=C/c1ccccc1)NC(=O)c1ccccc1)c1ccccc1 (stereo not given) is listed with -0.2 | 2.2 | 7 | 12 | -1 | 6 | -6 | 4 | -7 | 2

Next section:
SMILES	BH1578 lux ind	TcdB GH inh	SARS 3CLpro inh	VHR inh abs	Rv3671c inh	CCHFV vOTU inh	PrPC surface inh	Y pestis TopoI	SSB-PriA inh	MazF activator
O=C(NC1CCN(Cc2ccccc2)C1)c1cc(COc2ccc(F)cc2F)on1 (stereo not given)	-0.2	-5.3	5	26	-8	26	4	18	-7	-9
O=C(c1ccc([N+](=O)[O-])cc1)N1CCOC12CCN(c1ncc(C(F)(F)F)cc1Cl)CC2	-2.6	/	6	-10	1	7	-4	3	-20	-3
CCCNC(=O)COC(=O)c1ccc(S(=O)(=O)N2CCCC2)cc1	i	1.1	-4	-8	-7	9	-4	11	-11	8
COc1ccc(NS(=O)(=O)c2cccc(C(=O)NC3CCN(Cc4ccccc4)CC3)c2)cc1	i	1.2	-2	1	-8	-11	-10	5	12	3
Cc1cccc(NC(=O)c2ccc(OCC(=O)NCc3ccccc3)cc2)c1C	-0.3	/	5	2	12	7	3	1	13	33
C#CC(CC)(CC)NC(=O)c1cc(S(=O)(=O)N2CCCCC2)ccc1N1CCOCC1	i	-2.0	/	/	/	-4	10	17	-1	0
Cn1c(Cn2nnc3ccccc32)nnc1SCC(=O)N1c2ccccc2Sc2ccccc21	i	1.2	-1	0	-19	3	1	19	2	-7
COc1ccc(C)cc1NC(=O)CN1C(=O)C2CC=CCC2C1=O (stereo not given)	i	0.3	/	/	-1	21	-6	1	-13	2
CC(=O)c1cc(-c2ccccc2)n(CC(=O)NC2CCCCC2)c1C	-0.9	1.3	-2	2	-14	-2	-5	9	-11	3
CC(=O)c1ccc(S(=O)(=O)Nc2ccc(C(=O)NCC(c3ccco3)N3CCCC3)cc2)cc1 (stereo not given)	-0.3	0.0	/	/	/	-7	-20	2	/	-2
CCCCc1nc(SCC(=O)N2CCOCC2)c2c(=O)n(C)c(=O)n(C)c2n1	0.7	1.5	2	15	-2	16	8	13	-5	0
Cc1ccc(/C=C/C(=O)NCCCN2CCN(CCCNC(=O)/C=C/c3ccc(C)o3)CC2)o1	-0.4	/	-1	4	2	-3	-7	5	2	6
CC(N=Cc1c(O)[nH]c(=O)[nH]c1=O)c1ccccc1 (stereo not given)	i	/	0	-2	5	3	20	16	-15	3
CCc1ccccc1NC(=O)CSc1nc2n[nH]c(C)c2c(=N)n1-c1ccc(OC)cc1	0.7	/	0	18	/	10	10	15	0	4
CC1CCCCC1NC(=O)c1cncc(Br)c1 (stereo not given)	-3.7	/	-1	-9	2	-10	0	-4	-8	-4
CN1CCN(C(=O)c2ccc3c(c2)N(Cc2ccc(F)cc2)C(=O)c2ccccc2S3=O)CC1 (stereo not given)	-0.2	0.2	-2	17	5	0	5	2	-4	-6
CSc1nc(SC)c2c3c(oc2n1)COC(C)(C)C3	i	/	5	12	13	-1	-5	10	-2	0
CN(C)C(=S)SCC(=O)NC(=O)NC(C)(C)C	i	1.8	-2	15	8	-9	2	3	-3	1
O=C(NCC1CCCO1)c1cc2c(s1)CS(=O)(=O)C2 (stereo not given)	1.0	/	-1	7	8	6	6	7	-5	9
CCOC(=O)CSc1nc2c(cnn2-c2ccc(Cl)cc2)c(=O)[nH]1	i	1.2	4	9	-8	7	0	1	-6	-2
N#C/C(=C(/O)c1cccs1)c1nc2ccccc2[nH]1	-2.4	-0.3	-4	-19	9	3	0	-11	-10	6
CC(=O)NC1(C(F)(F)F)N=C2SCCN2C1=O (stereo not given)	i	/	2	23	8	7	-5	0	-10	-3
COc1ccc(S(=O)(=O)N2CCN(CC(=O)Nc3cc(C(F)(F)F)ccc3Cl)CC2)cc1	-0.4	/	1	28	2	/	/	33	-10	-10
COC(=O)CCCC1=CC2=CC(=O)C(C)(OC(=O)c3cccs3)C(=O)C2=CN1c1cccc(C#N)c1 (stereo not given)	-6.7	/	/	4	-14	/	/	-2	16	-11
Cc1nc(-c2cccnc2)sc1C(=O)Nc1ccc(C(F)(F)F)cc1	i	/	4	11	-32	2	-7	-8	-3	3
CCOC(=O)c1nnn(-c2nonc2N)c1COc1cc(C)c(Cl)c(C)c1	-5.6	/	2	24	-11	16	-14	26	-15	-7
Nc1cc(OC(=O)c2ccc(F)cc2)nn1S(=O)(=O)c1ccccc1	-0.2	2.1	2	20	8	4	-5	-6	-6	10
Cc1nc([N+](=O)[O-])cn1CC(=O)c1ccc(Br)cc1	-0.2	1.0	/	/	-3	3	-5	4	-15	2
O=C(c1cc(S(=O)(=O)N2CCOCC2)ccc1F)N(Cc1nnc(-c2ccccc2Cl)o1)C1CC1	0.6	4.1	/	/	-1	-5	7	8	5	0
CCOc1cc(N2CCOCC2)c(OCC)cc1NC(=O)COC(=O)c1ccc(OC)c([N+](=O)[O-])c1	i	-0.8	/	/	/	-5	2	-13	0	0
CCC1NC(=S)N(C2CCCCC2)C1=O (stereo not given)	-0.4	/	2	19	-1	-18	-3	-6	-18	-4
CCCn1nnc(NC(=O)/C=C/c2ccc(C(C)C)cc2)n1	-0.4	0.8	-1	13	1	-6	2	-3	-5	0
O=C(c1ccc2snnc2c1)N1CCCC1	i	/	3	18	3	-2	0	-4	-19	-9
CC(C)Cn1c(CNC(=O)c2ccccc2)nc2ccccc21	0.3	/	-1	21	3	2	13	-4	-13	-3
COc1ccccc1NC(=O)C1=C(C)Nc2nc(-c3ccccc3)nn2C1c1ccccn1 (stereo not given)	-0.4	/	4	-23	1	8	-8	22	-1	5
CCSc1nnc([C@H](C)NC(=O)OC(C)(C)C)o1	-0.4	/	-4	28	5	-1	2	11	-9	1
O=C(CN1C(=O)CCS(=O)(=O)c2ccccc21)Nc1ccc(Cl)cc1	-1.7	-0.6	3	-22	-6	-12	3	4	1	4
COc1ccc(NS(=O)(=O)c2ccc3oc(=S)[nH]c3c2)cc1	-0.7	1.4	6	17	-4	6	0	-8	-6	5
Cc1cc(C(F)(F)F)nc(SCc2ccc(C(=O)O)o2)n1	5.0	/	0	25	-7	41*	-2	-4	-24	5
CC(C)Cc1nnc(NC(=O)CCC(=O)N2CCOCC2)s1	i	/	0	-13	-4	-7	-6	1	-8	0
C=CCC(=O)N1CCC(n2nccc2NC(=O)c2ccc3c(c2)OCO3)CC1	i	0.1	/	/	/	-3	1	2	/	3
Cc1ccc(-n2c(C)cc3c2CCCC3=O)cc1	-0.3	/	1	-6	1	4	1	11	16	9
CCCNC(=O)C12CCC(C)(c3nc4cc(C)c(C)cc4nc31)C2(C)C (stereo not given)	-0.2	0.7	0	7	-4	11	7	-3	-3	3
N#CC1=C(N)Oc2c(c(=O)oc3ccccc23)C1c1ccc(OC(=O)N2CCOCC2)cc1 (stereo not given)	5.5	0.2	/	/	-2	14	5	28	-14	10
CC1CCN(C(=O)COC(=O)Cc2ccc(Br)cc2)CC1	0.9	0.2	-1	-5	-9	-15	3	7	-15	-5
O=C(c1ccccc1)N1CCCCC(Cl)C1=O (stereo not given)	-0.2	1.3	2	18	-8	-5	-2	-1	-15	1
COCCNC(=O)C1Cc2c(-c3cccc(NC(C)=O)c3)ccnc2O1 (stereo not given)	-0.2	1.3	/	/	/	4	-5	2	/	/
O=C(O)C1CC=CCC1C(=O)Nc1ccc(F)c(F)c1 (stereo not given)	i	/	0	23	-4	-1	-2	0	10	3
COc1ccc(NC(=O)Nc2sc(=S)n(C)c2C)cc1	i	-0.2	-2	-8	1	-3	0	1	-10	5
Cn1c(=O)c2cc3ccccc3nc2n(C)c1=O	-0.4	0.0	4	28	1	-10	-4	3	-10	-16
c1ccc(Cn2c(SCc3nc4ccccc4s3)nnc2-c2ccco2)cc1	-0.3	/	4	15	-10	3	3	4	-10	-5

Some of the compounds tested, so the mix of outcomes need not match the whole.
